# High-throughput results deposited in PubChem BioAssay by Sanford-Burnham Center for Chemical Genomics.
# SENP6 inh = blocks the human protease SENP6; Recombinant SENP6 catalytic domain, aminoluciferin luminescence; inhibition, % at 10 µM; Q9GZR1; actives 1.8% (n = 330,000);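 active = inhibition above about 50% at the single tested dose, limit read from the data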;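 also: plate controls were DMSO wells with enzyme for no effect and DMSO wells lacking enzyme for full effect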
# Target sequence (Q9GZR1 628-1112 limits assumed): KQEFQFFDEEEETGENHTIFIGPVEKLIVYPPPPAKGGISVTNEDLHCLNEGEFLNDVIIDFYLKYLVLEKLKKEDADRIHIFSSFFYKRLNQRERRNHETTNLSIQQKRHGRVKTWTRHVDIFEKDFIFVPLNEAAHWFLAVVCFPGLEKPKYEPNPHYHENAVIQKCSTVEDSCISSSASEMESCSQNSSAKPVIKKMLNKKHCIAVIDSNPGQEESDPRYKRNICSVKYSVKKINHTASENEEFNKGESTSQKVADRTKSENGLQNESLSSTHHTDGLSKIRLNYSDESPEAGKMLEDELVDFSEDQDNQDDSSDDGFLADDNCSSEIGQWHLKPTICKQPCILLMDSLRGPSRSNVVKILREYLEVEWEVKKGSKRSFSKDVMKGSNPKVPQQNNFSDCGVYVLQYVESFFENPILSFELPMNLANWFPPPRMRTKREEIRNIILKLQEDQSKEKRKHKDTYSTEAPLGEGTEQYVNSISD
# SENP8 block-1 = blocks human SENP8 cleavage of Nedd8 substrate. actives 0.64% (n = 360,000). AID 602440. recombinant SENP8, Nedd8 substrate fluorescence. Q96LD8. inhibition, % at 20 µM; in the data active = inhibition mostly above about 40%, no sharp cut-off; inactive = mostly below about 27%
# PfG6PD inh = PfG6PD (Plasmodium falciparum) enzyme inhibition. AID 504690. actives 0.78% (n = 350,000). inhibition, % at 20 µM. PfGluPho enzyme, NADPH resazurin-diaphorase fluorescence;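 active = inhibition reaching at least a set limit at 20 µM in the primary screen, cut at about 59% in these data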;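 also: 0% = DMSO wells with substrate and 100% = DMSO wells lacking glucose-6-phosphate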
# SENP8 block-2 = blocks the human protease SENP8. Q96LD8. purified SENP8, Z-RLRGG-aminoluciferin cleavage, luminescence. inhibition, % at 10 µM. actives 1.2% (n = 330,000). AID 2540; in the data active = inhibition above about 50%
# HKDC1 inh = HKDC1 (human) hexokinase inhibition | Q2TB90 | recombinant HKDC1, G6PDH/diaphorase resazurin coupled fluorescence | inhibition, % at 20 µM | actives 0.16% (n = 340,000);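 active = inhibition above about 35% when tested at 20 µM, limit read from the data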;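 also: plate controls were DMSO wells with enzyme for no effect and DMSO wells lacking enzyme for full effect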
#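 Assay system – recombinant HKDC1 (HK5) hexokinase enzyme, produced in-house · Input – HKDC1 at 5 µg/mL · Reagent – glucose plus 1 mM ATP as hexokinase substrates · Timing – 90 min reaction incubation at room temperature, dark · Measured by – G6PDH/diaphorase-coupled fluorescence, 1 mM NADP, 100 µM resazurin, 525/613 nm · Benchmarks – DMSO-enzyme wells negative, buffer-substituted wells positive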
# SENP1 FRET inh = inhibitors of human SENP1 SUMO protease catalytic domain; Q9P0U3; recombinant SENP1 catalytic domain, CyPet-SUMO1-YPet FRET cleavage; inhibition, % at 10 µM; actives 0.21% (n = 360,000); AID 624204;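 active = inhibition at least 30% at 10 µM, raw YFP signal under a set limit, fluorescence ratio 0.5 to 1.5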;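 also: 0% = enzyme with DMSO and 100% = no enzyme wells; some results filed as inactive read as strong as hits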
# Target sequence (Q9P0U3 419-644 limits assumed): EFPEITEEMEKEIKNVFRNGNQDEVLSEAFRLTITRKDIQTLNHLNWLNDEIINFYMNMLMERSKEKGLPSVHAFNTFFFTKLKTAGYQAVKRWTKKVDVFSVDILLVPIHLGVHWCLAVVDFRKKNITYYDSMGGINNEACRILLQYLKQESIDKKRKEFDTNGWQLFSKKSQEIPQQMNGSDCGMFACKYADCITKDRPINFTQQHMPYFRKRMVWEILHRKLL
#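 Assay system: hSENP1 catalytic domain, recombinant. Amount: SENP1 enzyme, 20 pM final. Schedule: 50 min reaction, RT, dark. Technique: FRET, CFP and YFP emission. Control set: no-enzyme wells low, DMSO-plus-enzyme wells high control.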
# SENP7 block = blocks the human protease SENP7 | Q9BQF6 | recombinant SENP7, Z-RLRGG-aminoluciferin luminescence, 40 min | inhibition, % at 5 µM | actives 1.5% (n = 330,000) | AID 434973;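 active = inhibition above about 50% at the single test dose, limit read from the data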;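 also: plate controls were DMSO with enzyme for no effect and no enzyme buffer wells for full effect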
# Target sequence (Q9BQF6 706-1050 limits assumed): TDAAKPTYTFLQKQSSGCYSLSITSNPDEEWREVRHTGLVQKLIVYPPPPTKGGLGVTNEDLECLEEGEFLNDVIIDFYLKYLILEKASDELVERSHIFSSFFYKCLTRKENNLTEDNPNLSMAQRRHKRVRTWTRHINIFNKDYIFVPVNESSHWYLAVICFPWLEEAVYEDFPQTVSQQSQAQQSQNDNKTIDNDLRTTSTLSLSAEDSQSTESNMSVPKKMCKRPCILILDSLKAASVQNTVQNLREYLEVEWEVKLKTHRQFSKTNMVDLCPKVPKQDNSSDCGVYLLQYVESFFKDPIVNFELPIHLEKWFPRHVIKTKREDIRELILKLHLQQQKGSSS
# Apaf1 inhib = inhibitors of human Apaf-1 apoptosome; O14727; reconstituted apoptosome caspase-3 activity, DEVD-Rh110 fluorescence; inhibition, % at 20 µM; actives 0.71% (n = 330,000); AID 489030; active = inhibition of at least 40% at 20 µM;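 also: plate controls were DMSO wells for no effect and DEVD-CHO caspase inhibitor wells for full effect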
#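 System – cell-free apoptosome with Apaf-1, procaspase-3 and caspase-9 · Buffer or medium – pH 7.5 Hepes buffer with CHAPS, BSA, DTT · Also added – cytochrome c with DEVD-Rh110 · Times – 30 min compound preincubation, 50 min activation, room temperature · Technique – Rh110 fluorescence intensity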
# * hit, by the source's call; . = not tested or not shown.
SMILES,SENP6 inh,SENP8 block-1,PfG6PD inh,SENP8 block-2,HKDC1 inh,SENP1 FRET inh,SENP7 block,Apaf1 inhib
COc1ccc(OC)c(S(=O)(=O)Nc2c(C)n(C)n(-c3ccccc3)c2=O)c1,7,18,-1,-4,-7,2,-2,-16
Cc1cnc(NC(=O)c2ccc(F)c(S(=O)(=O)N3CCOCC3)c2)s1,-10,-65,-4,2,1,0,-14,-3
COc1cc2c(cc1OC)CN(C(=O)CSc1ccccc1C)CC2,-11,-46,22,-7,-1,-6,8,5
O=C(O)c1ccccc1-n1ncc2c1/C(=C/c1ccc(Cl)cc1)CC2,-10,.,.,-6,.,.,-8,-28
Cc1ncoc1C(=O)N1CCCC(CCC(=O)NCc2ccc(F)c(F)c2)C1 (stereo not drawn),12,26,-3,-5,-9,1,9,11
Cc1ccc(C)c(N(CC(=O)NC2CCCC2)C(=O)c2cc3cc4cccc(C)c4nc3s2)c1,-22,-39,3,2,-4,1,1,11
Cc1nnc(SC(C)C#N)n1-c1ccccc1 (stereo not drawn),-19,10,5,-5,0,1,0,-9
C=CCOc1c(Br)cc(/C=C2\SC(=Nc3ccccc3)NC2=O)cc1OC,14,-23,0,6,-6,42*,1,14
OCCC1CN(Cc2ccon2)CCN1CCc1ccccc1 (stereo not drawn),8,6,4,8,-4,0,0,-3
COc1cc(/C=N/NC(=O)c2cccc(NC(=O)c3ccccc3C)c2)ccc1O,-8,-92,15,2,-2,1,-5,1
CCOC(=O)N1CCN(CC(=O)Nc2ccc(C)cc2)CC1,-25,1,3,-2,-11,2,-1,-3
COc1ccc(NS(=O)(=O)c2ccc3c(c2)CCC(=O)N3)c(OC)c1,8,-4,1,-3,7,-2,-1,8
CCOC(=O)Cn1c(=O)n(Cc2ccc(C)cc2)c(=O)c2cccnc21,-5,-8,-13,-7,2,-1,-3,8
N/C(=N\O)c1cn(Cc2ccccc2Cl)c2ccccc12,-30,18,5,-2,4,-1,3,1
CCC(C)c1ccc(C(C)NC(=S)NCc2ccc(F)cc2)cc1 (stereo not drawn),-2,17,10,7,2,2,4,20
CC(=O)Nc1ncc(Cc2cccc(Cl)c2Cl)s1,1,16,31,-3,-9,-1,3,-8
NC(=O)COc1ccc(C23CC4CC(CC(C4)C2)C3)cc1,-17,0,2,-8,-5,2,-13,11
CN(C)Cc1cc(C(C)(C)c2ccccc2)ccc1O,.,7,0,.,-9,4,.,.
Cc1cccc(C(=O)N2[C@@H](C(C)C)COc3cc(Br)ccc3S2(=O)=O)c1,.,-1,-5,.,-3,-1,.,.
Cc1ccc(-n2cc(CN(C)Cc3nccn3C)c(-c3cccc(C)c3)n2)cc1,9,3,25,-4,-8,-1,4,10
CCCCCn1c(N2CCC(Cc3ccccc3)CC2)nc2c1c(=O)[nH]c(=O)n2C,18,2,66*,0,4,-3,-3,46*
Cc1ccc(C(=O)N2CCC3(CC2)Oc2ccc(F)cc2C(=O)C32CC(c3cccnc3)=NO2)s1 (stereo not drawn),-35,-2,7,-12,1,1,-12,14
COc1cccc(CN2CCN(CC(=O)Nc3ccccc3Cl)CC2)c1,4,4,-6,-7,-2,0,-2,8
CN1C(=S)N(c2ccccc2)C(=O)/C1=C/c1cccs1,-6,35,0,-5,-10,-19,6,-4
Cc1ccc(-n2c(SCC(=O)NCCN3C(=O)CSC3=O)nnc2-c2ccccc2)cc1C,13,15,4,3,-9,-7,2,4
COc1ccccc1NC(=O)c1ccc2nc(-c3ccccc3)c(-c3ccccc3)nc2c1,6,-1,13,-3,-7,0,10,7
O=C(CCC(=O)NC1CCCCC1)NCc1ccc(F)cc1,-6,1,9,-9,-4,1,7,6
COc1cc2ccccc2cc1C(=O)N1CCN(C(C)=O)CC1,-11,-51,-7,-9,-5,2,-11,-2
CCOc1nc(C)cc(COC)c1C(N)=O,9,10,-8,8,-6,0,-1,-17
CCOC(=O)C1CCCCN1Cc1ccc(-c2ccccc2)cc1 (stereo not drawn),-4,6,8,-18,0,1,4,4
Cc1nc(Cl)c(C(=O)NCc2ccccc2)c(C)c1Cl,5,25,3,0,-4,1,2,-6
O=S1(=O)CCC(n2nccc2-c2ccccc2)C1 (stereo not drawn),-9,12,0,-5,-6,0,-1,2
Cc1ccc2sc(N(CCCN(C)C)C(=O)c3ccc(S(=O)(=O)N(C)C4CCCCC4)cc3)nc2c1C,-21,10,-20,-12,3,1,5,39
Fc1ccc(C2=Nn3c(Cc4ccccc4)nnc3SC2)cc1,-14,11,7,5,-14,-1,-4,-14
Cc1ccc(NC(=O)NC(=O)N(c2ccccc2)S(C)(=O)=O)cc1,-4,5,4,-4,-1,2,2,1
CC(=O)c1ccc([N+](=O)[O-])c(CS(=O)(=O)c2ccccc2)c1,11,19,-14,0,0,1,-8,-1
O=C(COC(=O)c1ccc(F)cc1)Nc1ccc(Cl)cn1,5,-2,-4,10,-5,-1,5,-16
Cc1ccc(Cl)cc1N1CCN(C(=O)C2CCN(S(=O)(=O)c3cnc[nH]3)CC2)CC1,-19,20,-16,2,-1,0,1,5
CC(=O)N/C(=C\c1ccccc1)C(=O)OC(C)C(=O)c1ccccc1 (stereo not drawn),-14,-1,2,-5,-5,1,-8,2
CCOC(=O)c1cn2nc(-c3ccc(OC)cc3)cc2nc1C1CCN(C(=O)OC(C)(C)C)CC1,-6,-264,21,-5,4,0,-1,26
COc1ccccc1CN1CC(C(=O)NCc2nccn2C)CCC1=O (stereo not drawn),-4,17,-4,-8,-5,2,0,-7
CCCCNC(=O)c1ccccc1C(=O)NCCCC,-6,14,1,-5,-3,1,2,-3
Nc1ncn([C@H]2C[C@H](O)[C@@H](CO)O2)c(=O)n1,-4,1,-11,-2,-3,-1,-8,2
CCCc1cc(=O)[nH]c(Nc2ccc3c(c2)OCCO3)n1,1,-6,-7,-4,-8,1,0,-1
COC(=O)Cc1ccc(NC(C)=O)cc1,-6,16,-24,-14,-7,0,-5,3
CCOC(=O)N1CCC(N(CCN(C)C)C(=S)Nc2cccc(SC)c2)CC1,1,18,12,-7,-3,2,-10,-1
COc1ccccc1-c1c(C)nn2c(N3CCC4(CC3)OCCO4)cc(C)nc12,-20,-267,-4,-4,4,2,-2,2
COc1ccc(Cl)cc1NC(=O)C(=O)N/N=C/c1cc(C)n(-c2ccc(C)cc2)c1C,14,-86,-15,6,6,-13,1,8
Cc1ccc(S(=O)(=O)NC(=O)Nc2c(C)cccc2C)cc1,-4,9,9,4,-5,2,-8,-2
COc1ccc(CCNC(=S)NC(=O)c2ccccc2)cc1OC,11,8,2,2,-4,1,13,-5
O=P(c1ccccc1)(c1ccccc1)c1cc(Br)cc(Br)c1OCCO,0,14,-7,-4,-2,0,4,8
O=C(Nc1ccc(Cl)cc1C(=O)NCc1cccnc1)c1ccc(Cl)cc1Cl,8,4,4,0,0,1,0,14
CC(C)CCNC(=O)CCc1nnc(COc2ccccc2)o1,.,17,-5,.,-7,1,.,.
CC(=O)Nc1ccc(OCC(O)Cn2ccnc2)cc1 (stereo not drawn),-8,22,-1,-8,-10,2,-4,7
CCOc1ccc(N2CC(=O)N/C2=N\c2nc(C)cc(C)n2)cc1,-11,19,-20,-5,5,3,11,-3
O=C(Oc1cccc([N+](=O)[O-])c1)c1cc(-c2ccccc2)nc2ccccc12,-5,-24,0,-5,4,3,-17,-6
O=C1CCCN1C(=O)COc1cc(F)ccc1[N+](=O)[O-],5,3,-13,-2,-5,0,8,-8
COc1ccc(CCNC(=O)C2CCN(S(=O)(=O)N3CCC(C)CC3)CC2)cc1OC,-13,10,-4,1,-3,0,3,-7
CCCCNC(=O)N1CCN(c2ccnc3cc(Cl)ccc23)CC1,-26,-14,7,7,-1,2,5,2
Cc1ccccc1C(=O)N/N=C/c1ccncc1,-18,14,-11,-13,-5,1,-1,3
# The list continues.
SMILES,SENP6 inh,SENP8 block-1,PfG6PD inh,SENP8 block-2,HKDC1 inh,SENP1 FRET inh,SENP7 block,Apaf1 inhib
CC(C)n1nc(C(=O)Nc2cccc(S(=O)(=O)N3CCOCC3)c2)c2ccccc2c1=O,-12,1,14,-14,-6,2,-7,7
CC(=O)Nc1nc(N(C)C)nc(N(C)C)n1,-14,2,-19,8,3,0,-2,-12
CCn1c(CSc2nc3ccccc3s2)nc2ccccc21,-8,-288,13,-3,6,-28,-1,16
COc1ccc(NC(=O)CCc2nc3ccccc3[nH]2)cc1,-10,26,3,-5,-5,1,1,-12
N/C(=N\N=C\c1cccc(O)c1)c1nonc1N,95*,18,-1,95*,3,2,97*,-3
C=CCn1c(SC(C)C(=O)Nc2ccc(Cl)cn2)nnc1C1CC1 (stereo not drawn),-10,-7,3,-8,-3,-2,-10,7
Cc1noc(C)c1COC(=O)Cc1ccc(Br)cc1,-32,5,-10,-6,5,0,7,1
CCCCc1ccc(NC(=S)N2CCCC(CO)C2)cc1 (stereo not drawn),-23,22,5,-13,-6,3,-1,-1
Cn1cc(Br)c(C(=O)Nc2ncc(Br)s2)n1,28,-23,25,-9,-12,-2,70*,-13
Cc1cc2c(=Cc3ccc(N(C)C)cc3)c3ccccc3n2[n+]1C,.,43*,27,.,-4,41*,.,.
COCCCNC(=O)c1ccccc1NS(=O)(=O)c1ccc(C)cc1,-21,-49,5,7,-6,1,3,0
CCN(Cc1ccccc1)S(=O)(=O)c1nc2nc(C)c(C)c(C)n2n1,-2,8,-14,-2,-8,-2,-5,1
CCc1ccc(NC(=O)C(=O)N/N=C(\C)CC(=O)NCCOC)cc1,-3,9,5,-11,-15,0,-1,-4
S=C(NCCc1ccccc1)NN=C1CCCCCC1,3,13,6,-13,-1,0,-10,4
O=C(CCC(=O)Nc1nnc(C2CCCCC2)s1)Nc1ccccc1,-5,10,-9,1,-8,4,3,6
CC(=O)NC1=NN(C(C)=O)C2(S1)C(=O)N(C(C)C)c1ccc(C)cc12 (stereo not drawn),-17,29,10,-4,-5,2,8,-37
CCCc1cc(C(=O)NNC(=S)NC2CCCCC2)cs1,-13,8,-21,1,-4,1,10,-6
Cc1cc(C)n(CC(O)COc2ccccc2C)n1 (stereo not drawn),3,-1,14,2,-5,1,14,-7

# Grouped by structure: the compounds so far containing fluorine (8)
SMILES,SENP6 inh,SENP8 block-1,PfG6PD inh,SENP8 block-2,HKDC1 inh,SENP1 FRET inh,SENP7 block,Apaf1 inhib
Cc1cnc(NC(=O)c2ccc(F)c(S(=O)(=O)N3CCOCC3)c2)s1,-10,-65,-4,2,1,0,-14,-3
Cc1ncoc1C(=O)N1CCCC(CCC(=O)NCc2ccc(F)c(F)c2)C1 (stereo not drawn),12,26,-3,-5,-9,1,9,11
CCC(C)c1ccc(C(C)NC(=S)NCc2ccc(F)cc2)cc1 (stereo not drawn),-2,17,10,7,2,2,4,20
Cc1ccc(C(=O)N2CCC3(CC2)Oc2ccc(F)cc2C(=O)C32CC(c3cccnc3)=NO2)s1 (stereo not drawn),-35,-2,7,-12,1,1,-12,14
O=C(CCC(=O)NC1CCCCC1)NCc1ccc(F)cc1,-6,1,9,-9,-4,1,7,6
Fc1ccc(C2=Nn3c(Cc4ccccc4)nnc3SC2)cc1,-14,11,7,5,-14,-1,-4,-14
O=C(COC(=O)c1ccc(F)cc1)Nc1ccc(Cl)cn1,5,-2,-4,10,-5,-1,5,-16
O=C1CCCN1C(=O)COc1cc(F)ccc1[N+](=O)[O-],5,3,-13,-2,-5,0,8,-8
